High-throughput results deposited in PubChem BioAssay by Johns Hopkins Ion Channel Center.
KCNQ1 act – human KCNQ1 channel potentiation or activation | CHO-K1 KCNQ1, thallium flux FluxOR fluorescence; stronger effect = higher value | B-score at 10 µM | 310,000 compounds, 0.35% hits | AID 2648;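 active = fluorescence ratio B-score, a plate-corrected score, at least three library SD, with initial intensity B-score within 5 SD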
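System: Stable KCNQ1 CHO-K1 line | Incubation: 90 min dye loading and 20 min compound exposure, both at room temperature | Measure: Ratio B score | Medium: Assay buffer for compound exposure, DMSO matched across wells | Compound dosing: Single-concentration screen | Probe or stimulus: K+/Tl+ depolarizing stimulus | Measured by: Kinetic FluxOR fluorescence, 10 s baseline plus 110 s post-stimulus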
KCNK9 inh – blocks the human KCNK9 two-pore domain potassium channel | B-score at 10 µM | 310,000 compounds, 1.2% hits | HEK293 KCNK9, FluxOR thallium flux fluorescence; stronger effect = lower value | Q9NPC2;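 active = ratio B-score over 3 SD below the library mean, with starting fluorescence within 5 SD of its mean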;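 note: negative B-score means less thallium flux so channel inhibition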
KCNK3 block – human KCNK3 channel inhibition, primary screen. O14649. CHO-KCNK3 thallium flux, FluxOR fluorescence; stronger effect = lower value. B-score at 10 µM. 340,000 compounds, 0.84% hits. AID 602410;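 active = B-score under library mean minus 4 SD, starting fluorescence ratio at most library mean plus 5 SD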;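 note: more negative B-score means stronger inhibition of thallium flux through KCNK3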
hERG protect – compounds protecting human hERG from proarrhythmic drug block; activation (rescue from dofetilide block), less the hit threshold, % at 10 µM; CHO-hERG, FluxOR thallium flux, dofetilide IC70 present; 310,000 compounds, 0.51% hits;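 active = activation above the mean of controls blocked by dofetilide plus 5 SD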;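 note: thallium influx through hERG after potassium depolarization seen as dye fluorescence rise; in these data hits start at about 4.7%; inactives centre near -7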
Target sequence (Q12809 whole entry, looked up): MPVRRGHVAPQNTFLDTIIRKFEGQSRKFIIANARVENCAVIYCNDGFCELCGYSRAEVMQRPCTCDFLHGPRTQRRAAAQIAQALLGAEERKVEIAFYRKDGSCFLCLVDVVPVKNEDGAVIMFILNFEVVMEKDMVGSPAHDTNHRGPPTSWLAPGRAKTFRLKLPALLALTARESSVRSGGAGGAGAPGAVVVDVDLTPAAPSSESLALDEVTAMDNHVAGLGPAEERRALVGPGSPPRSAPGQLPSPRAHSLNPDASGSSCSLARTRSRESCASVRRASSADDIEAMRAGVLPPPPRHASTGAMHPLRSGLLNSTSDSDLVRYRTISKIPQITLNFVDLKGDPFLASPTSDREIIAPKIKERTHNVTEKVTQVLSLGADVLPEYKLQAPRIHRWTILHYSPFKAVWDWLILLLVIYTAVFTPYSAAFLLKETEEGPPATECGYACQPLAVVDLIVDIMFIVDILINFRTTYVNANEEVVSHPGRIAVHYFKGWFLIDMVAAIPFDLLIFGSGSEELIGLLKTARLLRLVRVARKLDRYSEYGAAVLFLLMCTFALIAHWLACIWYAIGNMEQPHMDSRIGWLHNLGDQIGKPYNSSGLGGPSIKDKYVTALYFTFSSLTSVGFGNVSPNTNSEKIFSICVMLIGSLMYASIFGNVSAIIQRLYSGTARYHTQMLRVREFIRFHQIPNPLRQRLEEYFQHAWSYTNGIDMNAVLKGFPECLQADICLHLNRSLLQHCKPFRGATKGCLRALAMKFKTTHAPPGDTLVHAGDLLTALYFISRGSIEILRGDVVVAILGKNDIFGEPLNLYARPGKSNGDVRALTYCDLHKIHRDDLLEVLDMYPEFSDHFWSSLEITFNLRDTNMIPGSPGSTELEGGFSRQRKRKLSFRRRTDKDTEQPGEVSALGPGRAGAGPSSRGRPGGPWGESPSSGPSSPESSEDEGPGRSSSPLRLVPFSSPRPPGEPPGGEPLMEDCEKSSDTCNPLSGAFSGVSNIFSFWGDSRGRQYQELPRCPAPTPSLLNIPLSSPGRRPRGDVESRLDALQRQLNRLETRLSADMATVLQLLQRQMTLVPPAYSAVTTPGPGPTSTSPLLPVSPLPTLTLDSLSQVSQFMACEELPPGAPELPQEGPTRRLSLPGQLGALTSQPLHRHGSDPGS
KCNQ1 block – inhibitors of human KCNQ1 potassium channel | 310,000 compounds, 1.3% hits | CHO-K1 KCNQ1, FluxOR thallium flux fluorescence; stronger effect = higher value | B-score at 10 µM;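 active = compounds whose thallium flux B-score, printed positive for inhibition, exceeds three library SD while starting fluorescence stays within three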;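 note: channel opened by potassium depolarization with thallium stimulus after 20 min compound exposure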
TMEM16A act – activates or potentiates the mouse TMEM16A chloride channel; HEK293 TMEM16A/YFP-H148Q/I152L, iodide quench fluorescence; stronger effect = lower value; B-score at 10 µM; 340,000 compounds, 0.3% hits; Q8BHY3;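 active = fluorescence-ratio B-score plate-corrected deviation score at least 3 library SD below zero, with starting fluorescence score within 5 deviations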;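 note: channel opened by trigger with iodide after compound preincubation; score built on the fluorescence ratio of max minus min over baseline; more negative score means more quench and so TMEM16A activation or potentiation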
RGS4 act – RGS4 potentiation or activation; HEK293 M3R/inducible RGS4, carbachol calcium flux Fluo4; stronger effect = lower value; B-score at 10 µM; 310,000 compounds, 0.92% hits; AID 463111;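 active = B-score of the integrated calcium signal more than 4 SD below the library mean, with starting fluorescence not abnormally high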;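 note: negative B-score means reduced calcium response which marks RGS4 activation or potentiation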
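Also added: carbachol at ECmax as muscarinic agonist stimulus; Assay system: HEK293 cells with stable M3R and inducible RGS4; Timing: overnight RGS4 induction, 30 min dye load 37 °C, 20 min compound RT; Measured by: Fluo4-AM (2 µM) calcium-flux fluorescence, kinetic read.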
MrgX1 ag – activates human MrgX1 receptor signaling. 310,000 compounds, 0.44% hits. MrgX1-HEK293 cells, Fluo-4 calcium fluorescence, agonist mode; stronger effect = higher value. B-score at 10 µM;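 active = calcium response B-score plate-corrected fluorescence ratio at least 3 library SD, with starting fluorescence B-score inside 5 SD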
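Material: MrgX1-expressing HEK293 cells / Dosing: compound as first of three additions / Incubation: overnight seeding, then 1 h dark dye loading / Signal: Fluo-4 NW calcium fluorescence / Evaluation: B-scored fluorescence response ratio / Benchmarks: positive and negative control wells on each plate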
MrgX1 allo act – allosterically activates human MrgX1 receptor signaling | Q96LB2 | MrgX1-HEK293, Fluo-4 calcium flux, FDSS; stronger effect = higher value | B-score at 10 µM | 310,000 compounds, 0.63% hits | AID 588675;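 active = plate-corrected calcium response at least 3 library SD above typical, normal starting fluorescence, not activating the receptor alone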;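 note: compound read alongside a low EC10 to EC30 dose of BAM8-22 agonist; peak minus trough fluorescence over baseline measured at the second addition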
TMEM16A inh – inhibitors of mouse TMEM16A calcium-activated chloride channel | Q8BHY3 | HEK293 TMEM16A/YFP iodide influx fluorescence, ionomycin | normalized B-score (activity score, 25-100; higher = stronger inhibition) at 10 µM | 310,000 compounds, 1.2% hits | AID 588511;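 active = ratio plate-corrected score three or more library SD toward inhibition, starting fluorescence score within five deviations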;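 note: score derived from kinetic fluorescence span divided by baseline fluorescence per well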
RGS4 block – human RGS4 inhibition | B-score at 10 µM | 310,000 compounds, 0.45% hits | HEK293 M3R/RGS4 inducible, Fluo-4 calcium flux; stronger effect = higher value; triggered by carbachol at its EC20 | AID 463165 | P49798;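 active = B-score, a plate-corrected calcium signal, over three deviations above library mean, with baseline fluorescence within five deviations of library mean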;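 note: RGS4 expression induced by doxycycline in cells with stable M3 receptor; B-score is computed from the integrated fluorescence ratio over baseline after carbachol; higher B-score means a larger calcium signal and so more RGS4 inhibition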
Starred values were filed as active, the others as inactive; i = inactive; . = no result given; & = joins results of further samples.

SMILES | KCNQ1 act | KCNK9 inh | KCNK3 block | hERG protect | KCNQ1 block | TMEM16A act | RGS4 act | MrgX1 ag | MrgX1 allo act | TMEM16A inh | RGS4 block
COc1ccc(S(=O)(=O)N2CCN(C)CC2)cc1C | i | i | i | -6.0 | i | i | i | i | i | i | i
CN(C(=O)Cn1nnc(-c2ccccc2)n1)C1CCS(=O)(=O)C1 (centres undefined) | i | i | i | -9.2 | i | i | i | i | i | i | i
CCS(=O)(=O)C(=C1NCCO1)S(=O)(=O)CC | i | i | i | -6.4 | i | i | i | i | i | i | i
CC(C(=O)NC(=O)NCc1ccccc1)N1C(=O)c2ccccc2C1=O (centres undefined) | . | . | i | . | . | i | . | i | i | i | .
OC(CN1CCN(C(c2ccccc2)c2ccccc2)CC1)c1ccc(Br)cc1 (centres undefined) | i | i | i | -5.0 | i | i | -13.2* | i | i | i | i
CC#CCN1c2ccccc2[C@]23C[C@@H](C(=O)OC)N(C(=O)c4ccco4)C2=NC(C(=O)OC)=C(C(=O)OC)[C@H]13 | i | i | i | -12.5 | i | i | i | i | i | i | i
Cc1ccc(CN(C(=O)COc2ccc(Br)cc2)C2CCS(=O)(=O)C2)o1 (centres undefined) | i | i | i | -5.8 | i | i | i | i | i | i | i
Cn1cc(Br)c(C(=O)N2CCN(c3cccc(Cl)c3)CC2)n1 | i | i | i | -5.4 | i | i | i | i | i | i | i
COc1ccc(Cl)cc1NC(=O)C1CCCO1 (centres undefined) | i | i | i | -6.9 | i | i | i | i | i | i | i
COCCNC(=S)N(CCc1c(C)[nH]c2ccc(OC)cc12)Cc1ccco1 | i | i | i | -7.3 | i | i | i | i | i | i | i
C/C(=N\Nc1ccc(C(=O)O)cc1)c1ccc2c(c1)Nc1ccccc1S2 | i | i | i | -4.3 | i | i | i | i | i | i | i
Nc1[nH]c(N=NC(=O)c2ccc(Cl)cc2)c2ccccc12 | i | i | i | -2.6 | i | i | i | i | i | i | i
CCS(=O)(=O)c1nc2ccccc2n1CC(=O)N1CCOCC1 | i | i | i | -8.4 | i | i | i | i | i | i | i
C#CCOCCOCCOCCNc1nc(N2CCN(C(=O)CCCCCCCCCCNC(=O)[C@H]([C@@H](C)CC)n3cc(CCCCCN)nn3)CC2)nc(N2CCN(C(=O)CCCCCCCCCCNC(=O)[C@H](CCCCN)n3cc(CCCC(=O)O)nn3)CC2)n1 | . | . | i | . | . | i | . | i | i | i | .
COC(=O)c1cc(=O)n(CCc2ccccc2F)c(=Nc2ccc(F)c(Cl)c2)s1 | i | -14* | i | -3.0 | i | i | i | i | i | i | i
CC(=O)N1CCc2c(sc(NC(=O)C3CCCCC3)c2C(N)=O)C1 | i | i | i | -10.7 | i | i | i | i | i | i | i
Cc1ccc(-c2cccc(C(=O)NCc3ccccc3)n2)c2ccccc12 | i | i | i | -13.2 | i | i | i | i | i | i | i
COc1ccc(N2CCN(CCCNS(=O)(=O)c3c(C)noc3/C=C/N(C)C)CC2)cc1 | i | i | . | -14.6 | i | . | i | i | i | i | i
O=C(CSc1nc(-c2ccco2)cc(C(F)(F)F)n1)Nc1ccc(C(=O)N2CCOCC2)cc1 | i | i | i | -4.3 | i | i | i | i | i | i | i
CSc1nsc(SCc2ccc(Cl)cc2)n1 | i | i | i | -7.7 | i | i | i | i | i | i | i
O=C(CCC(=O)c1ccc(Cl)cc1)OCC(=O)c1ccccc1 | i | i | i | 8.9* | i | i | i | i | i | i | i
CC(=O)c1cc(NC(=O)c2ccccc2)c(=O)oc1C | i | i | i | -5.8 | i | i | i | i | i | i | i
N#Cc1ccc(OCC(=O)n2cc(C(=O)c3cc(Cl)cc(Cl)c3O)cn2)cc1 | i | i | . | -8.7 | i | . | i | i | i | i | i
COC(=O)C1(CC2CC(c3cccc(Br)c3)=NO2)CCN(C(=O)OC(C)(C)C)CC1 (centres undefined) | i | i | i | -6.2 | i | i | i | i | i | i | i
Cc1cc(OCc2ccc(C(=O)n3cccn3)o2)ccc1Cl | i | i | i | -10.7 | i | i | i | i | i | i | i
The list goes on.
SMILES | KCNQ1 act | KCNK9 inh | KCNK3 block | hERG protect | KCNQ1 block | TMEM16A act | RGS4 act | MrgX1 ag | MrgX1 allo act | TMEM16A inh | RGS4 block
COc1cccc(CN2C(=O)Nc3ccccc3C(=O)N2C(C)(C)C)c1 | i | i | i | -5.4 | i | i | i | i | i | i | i
CC(C)(CO)NC(=O)Nc1ccc(Cl)c(Cl)c1 | i | i | i | -8.1 | i | i | i | i | i | i | i
O=C(COC(=O)c1ccccc1SCC(=O)NC1CCS(=O)(=O)C1)NC1CCS(=O)(=O)C1 (centres undefined) | i | i | i | -2.6 | i | i | i | i | i | i | i
O=C(NC(=S)Nc1ccccc1O)c1cccnc1 | i | i | i | -8.0 | i | i | i | i | i | i | i
CNC(=O)Oc1ccc2c(c1)[C@]1(C)CCN(C)[C@@H]1N2C | i | i | i | -7.1&-4.0 | i | i | i | i | i | i | i
CC1=C(C(=O)Nc2ccc(Cl)cc2)C(c2ccco2)NC(=O)N1 (centres undefined) | i | i | i | -12.6 | i | i | i | i | i | i | i
Cc1cccc(-c2nc(CN3CCCC(C(=O)NC4CCC(C)CC4)C3)c(C)o2)c1 (centres undefined) | i | i | i | -28.9 | i | i | i | i | i | i | i
O=C(Cn1c(CN2CCCCC2)nc2ccccc2c1=O)Nc1ccccc1 | i | i | i | -3.3 | i | i | i | i | i | i | i
COc1ccc(-c2c(-c3ccc(OC)c(C)c3O)n[nH]c2C)cc1 | i | i | i | 0.9 | i | i | i | i | i | i | i
Cc1ccc(C(=O)OCC(=O)N(CC(C)C)c2c(N)n(Cc3ccccc3)c(=O)[nH]c2=O)s1 | i | i | i | -12.5 | i | i | i | i | i | i | i
CCOc1ccc2[nH]cc(C(=O)N3CCN(CC)CC3)c(=O)c2c1 | i | i | i | -11.8 | i | i | i | i | i | i | i
O=C(CCCC(=O)c1ccccc1)NCCc1ccccc1F | i | i | i | -4.2 | i | i | i | i | i | i | i
Cn1nnnc1SCC(=O)Nc1cc(C(=O)O)cc(C(=O)O)c1 | i | i | i | -5.3 | i | i | i | i | i | i | i
COc1ccc(-c2noc(CSc3nnc(-c4ccccc4)n3C)n2)cc1 | i | i | i | -11.3 | i | i | i | i | i | i | i
COc1ccc(Cl)cc1Nc1ncnc2sc(C)c(S(=O)(=O)N3CCC(C)CC3)c12 | i | -9.74* | i | -11.1 | i | i | i | i | i | i | i
COc1ccccc1NC(=O)c1ccc(NS(C)(=O)=O)cc1 | i | i | i | -9.1 | i | i | i | i | i | i | i
Cc1cc(C)c(C#N)c(Nc2ccccc2)n1 | i | i | i | -6.9 | i | i | i | i | i | i | i
CC(=O)N1CCN(C(=O)CSc2nc3c(cnn3-c3ccccc3)c(=O)[nH]2)CC1 | i | i | i | -3.7 | i | i | i | i | i | i | i
Cc1ccccc1NC(=O)Cn1c(C)nc2ccc(N)cc2c1=O | i | i | i | -8.7 | i | i | i | i | i | i | i
O=C(NC1(C(F)(F)F)NC(=O)N(Cc2cccnc2)C1=O)c1ccncc1 (centres undefined) | i | i | i | -3.4 | i | i | i | i | i | i | i
CC(C)CCNC(=O)c1ccc(NC(=O)C2=CSCCO2)cc1 | i | i | i | -6.6 | i | i | i | i | i | i | i
CCCN(CC1CC1)C(=O)COC(=O)c1[nH]c(C)c(C(=O)OCC)c1C | i | i | i | -13.3 | i | i | i | i | i | i | i
CCNC(=O)C1CC(=O)N(c2ccc(OCC)cc2)C1 (centres undefined) | i | i | i | 0.2 | i | i | i | i | i | i | i
CN(C)C(CNc1ncnc2sc3c(c12)CCCC3)c1ccco1 (centres undefined) | i | i | i | -4.8 | i | i | i | i | i | i | i
CCC(C)N1C(=O)S/C(=C/c2ccc(N3CCOCC3)cc2C)C1=O (centres undefined) | i | i | i | -10.2 | i | i | i | i | i | i | i
The list goes on:
SMILES | KCNQ1 act | KCNK9 inh | KCNK3 block | hERG protect | KCNQ1 block | TMEM16A act | RGS4 act | MrgX1 ag | MrgX1 allo act | TMEM16A inh | RGS4 block
CC(C)c1ccc(N(C(=O)c2ccco2)C(C(=O)NC2CCCC2)c2ccncc2)cc1 (centres undefined) | i | i | i | -5.7 | i | i | i | i | i | i | i
c1ccc(-c2ccc(CNC3CC3)cc2)cc1 | i | i | i | -8.1 | i | i | i | i | i | i | i
Clc1cccc(N/N=C/c2ccc(N3CCOCC3)cc2)c1 | i | i | i | -1.6 | i | i | i | i | i | i | i
COc1ccc(Cc2nc3ccc(C(=O)N(C)Cc4nccs4)cc3o2)cc1OC | i | i | i | -12.3 | i | i | i | i | i | i | i
CC1CCN(S(=O)(=O)c2ccc(C(=O)Nc3nnc(-c4ccncc4)o3)cc2)CC1 | i | i | i | -9.3 | i | i | i | i | i | i | i
O=C(NNC(=O)c1ccccc1[N+](=O)[O-])c1cnccn1 | i | i | i | 3.5 | i | i | i | i | i | i | i
COc1ccccc1N1CCN(S(=O)(=O)c2c(C)[nH]c(C)c2C(=O)N2CCCCC2)CC1 | i | i | i | -5.1 | i | i | i | i | i | i | i
CCOc1ncccc1C(=O)NNC(=O)c1ccc(NS(=O)(=O)c2cccs2)cc1 | i | i | i | -13.3 | i | i | i | i | i | i | i
CN(C)CCOC(=O)NCC12CC3CC(CC(C3)C1)C2 | i | i | i | -3.1 | i | i | i | i | i | i | i
Cc1cccc(C(=O)N[C@H](C(=O)NCCc2ccc(S(N)(=O)=O)cc2)C(C)C)c1 | i | i | i | -1.4 | i | i | i | i | i | i | i
COC(=O)CCC(=O)NS(=O)(=O)c1ccc(N=NN2CCOCC2)cc1 | i | i | i | -22.8 | i | i | i | i | i | i | i
N#CCCn1cc(C=C(C#N)C#N)c(-c2ccc(-c3ccccc3)cc2)n1 | i | i | i | -6.5 | i | i | i | i | i | i | i
Cc1ccc(N(CC(=O)O)C2SC(=O)NC2=O)cc1 (centres undefined) | i | i | i | -6.9 | i | i | i | i | i | i | i
O=S(=O)(c1ccccc1C(F)(F)F)N1CCN(CC(O)COc2ccccc2F)CC1 (centres undefined) | i | i | i | -4.3 | i | i | i | i | i | i | i
